CHRM1 PAM: human M1 muscarinic receptor positive allosteric modulators, primary screen, CHO-K1 cells, Fluo-8 calcium fluorescence, 1536-well. Muscarinic acetylcholine receptor M1 (Homo sapiens), P11229. CHO-K1 hM1, ACh EC20; 0% = ACh EC20, 100% = maximal ACh. activation, % at 3 µM. 360,000 compounds, 0.088% hits. AID 588819, 2011; in the data active = activation above about 19%, passing the limit was not always enough
Target sequence (P11229 whole entry, looked up): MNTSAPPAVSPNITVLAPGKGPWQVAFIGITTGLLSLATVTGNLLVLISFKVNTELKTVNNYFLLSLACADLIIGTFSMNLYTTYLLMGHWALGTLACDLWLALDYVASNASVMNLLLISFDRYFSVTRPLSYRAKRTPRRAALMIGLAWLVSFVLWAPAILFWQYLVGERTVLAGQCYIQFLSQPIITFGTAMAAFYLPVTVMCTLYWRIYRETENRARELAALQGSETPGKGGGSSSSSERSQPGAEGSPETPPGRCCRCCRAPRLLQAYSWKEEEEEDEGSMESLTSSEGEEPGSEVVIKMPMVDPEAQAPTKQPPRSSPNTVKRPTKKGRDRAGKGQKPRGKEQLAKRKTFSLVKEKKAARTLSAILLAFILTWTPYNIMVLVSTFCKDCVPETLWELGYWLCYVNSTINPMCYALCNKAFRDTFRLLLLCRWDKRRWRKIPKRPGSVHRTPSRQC
M1 PAM parental: nonselective calcium activators in parental CHO-K1 cells, primary screen, counter-screen for M1 PAM project, cell-based, Fluo-8 calcium fluorescence, full deck, 1536-well; ATP EC20; 0% at ATP EC20, 100% at ATP max; activation, % at 3 µM; 360,000 compounds, 0.02% hits; AID 602247, 2012;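 active = activation above the run cutoff, the mean activation of all test compounds plus 3 SD, cut at about 40% in these data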;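 note: peak over basal fluorescence ratio in a 140 s read after ATP addition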
CHRM1 agonist: human M1 muscarinic receptor agonists, primary screen, Fluo-8 calcium fluorescence, CHO-K1 cells, HTS; AID 588814, 2011; CHO-K1 hM1, agonist mode; 0% DMSO, 100% acetylcholine EC100; 360,000 compounds, 0.33% hits; activation, % at 3 µM; Muscarinic acetylcholine receptor M1 (Homo sapiens), P11229;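 active = activation above the run's mean compound activation plus 3 SD, cut at about 16% in these data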;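 note: peak over basal fluorescence ratio within a 140 s kinetic read after compound addition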
CHO parental Ca: ATP-evoked calcium signal inhibitors, parental CHO, primary screen, counter-screen for OX1R antagonist project, cell-based, fluorescence, Fluo-8 calcium dye | parental CHO-K1, ATP-induced calcium, Fluo-8 fluorescence | inhibition, % at 5.6 µM | 330,000 compounds, 0.63% hits | AID 463079, 2010;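 active = inhibition above that plate's mean sample inhibition plus 3 SD, cut at about 26% in these data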;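 note: 0% = ATP-challenged DMSO wells and 100% = DMSO wells without ATP; some compounds past the cut are filed as inactive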
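Test system: untransfected parental CHO cell line; also added: ATP stimulus; dosing: 5.6 µM, single dose; signal: calcium-sensitive Fluo-8 fluorescence; measure: percent inhibition of ATP-evoked calcium rise, normalized to controls; benchmarks: low control ATP plus DMSO, high control DMSO only; replication: one well per compound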
CHO-K1 Ca antag: counter-screen for M1 antagonists: effect in parental CHO-K1 cells | inhibition, % at 3 µM | ATP-induced calcium, Fluo-8 fluorescence | AID 602250 | 360,000 compounds, 0.6% hits;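 active = inhibition above a per-plate cutoff, the plate's mean sample inhibition plus 3 SD, cut at about 24% in these data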;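 note: 0% = DMSO plus EC80 ATP and 100% = DMSO alone without ATP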
M1 ag parental: counter-screen for M1 agonists: effect in parental CHO-K1 cells. Fluo-8 calcium fluorescence; scaled to maximal ATP response, vehicle zero. activation, % at 3 µM. 360,000 compounds, 0.48% hits. AID 602248, 2012; in the data active = activation above about 15%;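 note: untransfected CHO-K1 host cells lacking M1 receptor as counterscreen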
TAAR1 agonist: human TAAR1 agonists, primary screen, Fluo-8 calcium fluorescence, CHO RD-HGA16 cells; Trace amine-associated receptor 1 (Homo sapiens), Q96RJ0; vehicle wells 0%, saturating PEA agonist 100%; activation, % at 3 µM; 360,000 compounds, 0.99% hits; AID 624467, 2012;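 active = activation above the mean activation of all test compounds in the run plus 3 SD, cut at about 38% in these data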
Target sequence (Q96RJ0 whole entry, looked up): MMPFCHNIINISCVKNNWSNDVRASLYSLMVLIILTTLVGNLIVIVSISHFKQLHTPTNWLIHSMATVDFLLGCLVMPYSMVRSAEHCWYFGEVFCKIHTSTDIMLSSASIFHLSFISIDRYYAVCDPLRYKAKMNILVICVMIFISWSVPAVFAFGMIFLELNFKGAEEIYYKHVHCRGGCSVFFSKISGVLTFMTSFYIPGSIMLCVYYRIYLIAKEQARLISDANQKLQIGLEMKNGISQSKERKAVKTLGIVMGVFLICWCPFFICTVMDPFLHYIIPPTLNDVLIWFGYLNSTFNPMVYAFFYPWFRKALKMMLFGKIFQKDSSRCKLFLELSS
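Assay system – CHO-derived RD-HGA16 cells with stable Gα16 and human TAAR1 · Compound dosing – one-point dosing at 3 µM (nominal) · Incubation – 17-24 h seeding, 75 min 37 °C dye, 30 min RT · Measured by – kinetic Fluo-8 calcium fluorescence · Control set – DMSO vehicle as 0%, PEA at EC100 as 100% · Repeats – single well for each compound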
CHRM1 antagonist: human M1 muscarinic receptor antagonists, primary screen, CHO-K1 cells, Fluo-8 calcium fluorescence, 1536-well; Muscarinic acetylcholine receptor M1 (Homo sapiens), P11229; CHO-K1 hM1, ACh EC80 antagonist; inhibition, % at 3 µM; 360,000 compounds, 1.3% hits;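 active = percent inhibition above its own plate's cutoff, namely the mean of that plate's compound wells plus 3 SD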;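 note: peak over basal fluorescence ratio during 140 s after agonist addition; 0% = ACh EC80 plus DMSO and 100% = DMSO alone without agonist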
TAAR1 antag: human TAAR1 antagonists, primary screen, Fluo-8 calcium fluorescence, CHO RD-HGA16 cells; antagonist; inhibition, % at 3 µM; 360,000 compounds, 1.5% hits; AID 624466, 2012;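 active = inhibition above a per-plate cutoff, the mean inhibition of test compounds on that plate plus 3 SD, cut at about 49% in these data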;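 note: 0% = DMSO plus EC80 beta-PEA response and 100% = DMSO alone without agonist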
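Material: RD-HGA16 CHO cells with stable hTAAR1 and Gα16; Dosing: single nominal final test compound concentration of 3 µM; Schedule: seeding 17-24 h prior, 75-min 37 °C, 30-min RT dye loading; Detection: kinetic Fluo-8 calcium fluorescence measurement; Measure: % inhibition from peak post-agonist over basal fluorescence ratio; Benchmarks: vehicle and agonist controls.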
Numbers without * were called inactive; x = not tested or not shown.

Results follow in this order: CHRM1 PAM, M1 PAM parental, CHRM1 agonist, CHO parental Ca, CHO-K1 Ca antag, M1 ag parental, TAAR1 agonist, CHRM1 antagonist, TAAR1 antag
> CCOC(=O)[C@H]1Nc2ccc(Cl)cc2[C@@H]2[C@H]1C1CC(c3ccccc31)N2C(=O)OCc1ccccc1 (stereo partly drawn)
    -7, -5, -4, x, 13, -0.1, 1, 7, -6
> CCOC(=O)N1CCC(=NNC(=O)c2ccccc2F)CC1
    10, 23, -10, -3, -1, 1.1, -1, -7, 2
> Cc1ccc(S(=O)(=O)N2CCC(C(N)=O)CC2)cc1C(=O)NC1CCCCC1
    11, -18, -1, 2, -5, 0.2, 3, -6, 8
> COc1ccc(C2C=C(c3ccc(F)cc3)NC(=S)N2)cc1OC (stereo not drawn)
    10, -3, -8, 2, 10, 0.0, 2, -8, -9
> CCC1(C(=O)c2ccc(Cl)cc2)C2c3ccccc3OC(=O)C21C(=O)Nc1ccccc1 (stereo not drawn)
    15, 10, -9, -9, 0, -0.2, -1, -4, -10
> CC1=C(C(=O)Nc2cc(C)ccn2)C(c2ccc(C)cc2)C2=C(CCCC2=O)N1 (stereo not drawn)
    -3, 7, -2, -5, -12, -0.1, 4, 7, 1
> CC(C)OCCCNC(=O)NC(=O)c1ccc(Cl)cc1
    -2, -8, -4, 17, 2, 6.6, 5, 12, -1
> Cc1ccc(CC2CC(=O)N(c3ccc(C)cc3)C2=O)cc1 (stereo not drawn)
    -4, -9, -7, -12, -12, 0.8, -3, 8, -6
> Oc1cncc(Cc2ccccc2)c1
    16, 16, -1, 0, -6, -0.2, 4, -22, -11
> CC(=O)NC1(c2nnnn2CCOC(=O)Nc2ccc(Cl)cc2)CCCC1
    7, 4, -2, -11, -5, 0.6, 12, -7, -11
> Cc1ccc(C)c(-n2nnnc2Sc2nc([N+](=O)[O-])nn2C)c1
    4, 28, -6, -12, -9, 1.7, 4, -2, 2
> CCOc1ccc(/C=N/NC(=O)CSc2ccccn2)cc1O
    2, -20, -3, -4, -15, 0.1, 0, -4, 9
> CCc1c(O)nc(SCC(=O)N(CC)CC)[nH]c1=O
    11, 13, -2, 0, -11, 0.4, 4, -3, -23
> Cc1c(NC(=O)C2CCCCC2)cc(C(=O)N2CCOCC2)cc1[N+](=O)[O-]
    2, 15, -7, 5, -13, 1.0, -1, -8, 6
> CCC(CC)NC(=O)CON=C1c2ccccc2-c2ccccc21
    -8, -8, -6, -21, 18, -0.3, 43*, 19, 21
> COc1cccc(N(C(C)=O)c2nc(C)cc(C)c2C#N)c1
    13, 17, -3, 1, -4, 0.2, 7, -6, 3
> COC(=O)c1cccc(NC(=O)C23CC4CC(C2)CC(n2cncn2)(C4)C3)c1
    2, 8, -3, -16, 2, 0.8, 2, -3, -3
> C=CCNc1nnc(Cl)c2ccccc12
    4, 8, -5, -11, -11, 0.3, x, -6, x
> Cc1sc2nc(SCc3nnc(-c4cccs4)o3)n(C3CCCC3)c(=O)c2c1C
    14, 3, -1, -22, 6, 0.5, 16, -16, -8
> CCCn1c(C(O)c2ccc3c(c2)OCO3)nc2ccccc21 (stereo not drawn)
    2, -1, 0, -16, -17, 1.0, 14, -27, 7
> C/C(=N\Nc1nc(C)cc(-c2ccccc2)n1)c1cccc(N)c1
    0, -4, -6, -25, 1, 0.3, 0, 0, 29
> CCCn1c(COc2ccccc2OC)nc2ccccc21
    6, 26, -7, -9, -18, 1.5, 6, -15, -3
> CSc1cc(C)nc(N(C)C(C)=O)n1
    8, -5, -1, -8, 16, -0.2, 15, -4, 13
> CCN1C(=O)/C(=C/N2CCc3ccccc32)SC1=S
    6, -1, 0, -11, -5, 0.2, x, -2, x
> NC(=O)CCS(=O)(=O)CCN1CCCCC1
    4, 20, -2, -4, -10, 0.8, 3, -6, -5
> O=C(NCC(O)c1ccc([N+](=O)[O-])cc1)c1cccc(S(=O)(=O)N2CCOCC2)c1 (stereo not drawn)
    4, 4, -4, -3, -4, 0.3, 4, -2, -17
> O=C(CN1C(=O)C2C3C=CC(C3)C2C1=O)N1CC(=O)N(CCc2ccccc2)C(=O)C1 (stereo not drawn)
    6, 24, -2, -4, -11, 2.1, 15, -6, -6
> COc1cccc(CNC(=O)c2ccc(NS(=O)(=O)c3ccc4[nH]c(=O)[nH]c4c3)cc2)c1
    9, 6, -3, -5, -8, 0.1, 0, -5, 4
> CC(=O)O[C@H]1CC[C@@]2(C)[C@@H](CC[C@H]3[C@@H]4CC[C@H](C(C)O)[C@@]4(C)CC(=O)[C@@H]32)C1 (stereo partly drawn)
    1, -4, -4, -9, -12, 0.3, 12, 0, 8
> O=C1CC(SC2=NCCS2)C(=O)N1c1cccc(Cl)c1Cl (stereo not drawn)
    6, 15, -5, 4, -12, 0.2, 1, -5, -7
> CC(OC(=O)CCNS(=O)(=O)c1ccc(Cl)cc1)C(=O)N(C)Cc1ccccc1 (stereo not drawn)
    -2, 16, 2, x, -8, 4.5, 2, -6, 5
> Cc1ccc(NC(=O)C2CCN(C(=O)N3CCOc4ccccc43)CC2)cc1
    1, 17, -2, -8, -3, 4.6, 12, -9, 32
> Cc1ccc(S(=O)(=O)N2CCN(C(=O)C3Cc4ccccc4CN3C(=O)c3ccco3)CC2)cc1 (stereo not drawn)
    8, -6, -5, -12, 4, 0.2, 2, -26, 7
> CC(=O)Nc1ccc(S(=O)(=O)N2CCN(CCCOc3ccccc3Cl)CC2)cc1
    -2, -6, 0, 3, 4, 5.6, 16, 3, 24
> CN1CCN(S(=O)(=O)c2cccc(C(=O)Nc3sc4c(c3-c3nc5ccccc5[nH]3)CCCC4)c2)CC1
    -6, 12, -8, -18, 8, 4.1, 4, 11, 42
> CC(C)OP(=O)(OC(C)C)C(NC(=O)c1cccc([N+](=O)[O-])c1)C(N)=O (stereo not drawn)
    7, 4, -2, -1, 3, -0.6, 7, -12, 1
> Cc1ccc(S(=O)(=O)N[C@@H](CO)C(=O)N[C@@H](Cc2ccc(O)cc2)C(=O)O)cc1
    5, 9, -2, 2, -3, -0.1, 4, -2, -20
> COC(=O)c1ccc2nc(-c3cccc(Cl)c3)c(Cc3ccccc3OC)n2c1
    -6, -5, -1, x, -8, -0.1, 2, -21, -18
> Nc1ccc2nc(SCc3ccc([N+](=O)[O-])cc3)sc2c1
    1, 25, -5, -4, -16, 5.2, x, 2, x
> Cc1cc(-c2ccccc2)nc(N(C)N)c1S(C)(=O)=O
    11, -7, -8, -16, 13, 0.1, 6, 0, 0
> Cc1nc2c(cc1C(=O)N/N=C/c1ccc([N+](=O)[O-])cc1)c(=O)n(C)c(=O)n2C
    10, 7, -6, -2, -3, -0.5, 2, -9, -10
> CCOC(=O)c1cc(-c2ccccc2)nn1CC1CC(c2ccc(OC)cc2)=NO1 (stereo not drawn)
    -11, -18, -6, -24, 2, -0.4, 1, 12, 35
> C#CCOCCOCCOCCNc1nc(N2CCN(C(=O)[C@H](CCCCN)n3cc(CCCC)nn3)CC2)nc(N2CCN(C(=O)[C@H](CCCCN)n3cc(CCC(=O)O)nn3)CC2)n1
    -1, 8, -3, -4, -6, -0.3, 2, 11, 8
> CSc1ccc(S(=O)(=O)NCC(=O)OCC(=O)NCc2ccco2)cc1[N+](=O)[O-]
    -6, -26, -5, 2, 15, -0.1, 3, 20, -3
> CCN1CCN(c2nc3c(C)cccn3c(=O)c2C=C(C#N)C#N)CC1
    -1, 0, -6, x, -7, 0.7, 0, 5, -7
> O=C(Nc1ccccc1N1CCOCC1)c1ccc(Cl)c(S(=O)(=O)N2CCCC2)c1
    0, 9, -4, -18, -5, 1.2, 1, 4, 10
> Cc1ccc(OCn2c(=O)sc3ccccc32)cc1
    -3, 12, -7, -29, -6, -0.5, x, -11, x
> O=C(Nc1ccccc1Cl)C1CCCN1C(=O)OCc1ccccc1 (stereo not drawn)
    -1, -8, -6, -28, -5, 0.1, -1, -1, -20
> Cc1cc(C(F)(F)F)n(-c2nc(C(=O)NNS(=O)(=O)c3ccccc3[N+](=O)[O-])cs2)n1
    1, 12, -8, -28, 3, 1.2, -1, -12, 2
> CCCCc1c(O)nc(SCC(=O)N2CCCCCC2)[nH]c1=O
    9, -10, -5, -6, 2, 0.1, 0, -7, -9
> O=S(=O)(Nc1ccc2c(c1)nc1n2CCOC1)c1ccccc1
    1, 11, -5, 0, -4, 0.3, 5, -5, -13
> CC1CCN(C(=O)CN(Cc2ccccc2)S(C)(=O)=O)CC1
    1, -25, -11, -9, 22, -0.1, 2, 1, 7
> O=C(COC(=O)[C@@H]1CCCN1C(=O)c1cccs1)Nc1ccc(F)cc1[N+](=O)[O-]
    8, 17, -4, -24, -13, 1.8, 0, -11, -12
> CC1=C(C(=O)N2CCOCC2)CC(CC(=O)NCCc2ccccn2)C(=O)N1Cc1ccc(F)cc1 (stereo not drawn)
    3, 19, -2, x, -11, 0.2, 5, -6, -13
> CN(c1cccc(NC(=O)CN(c2cccc(F)c2)S(C)(=O)=O)c1)S(C)(=O)=O
    -7, -21, 0, 5, 22, -0.1, 2, 24, 0
> N#Cc1cc(NC2CCCC2)c([N+](=O)[O-])cc1C#N
    2, 16, -7, -11, -2, 1.7, 1, 4, -24
> O=C(CN(C1CCCCC1)C1CCCCC1)N1CCc2ccccc2C1
    -9, -5, -7, -25, 19, -0.6, 96*, -9, 99*
> CC(C)N(C(=O)CSc1ccc(S(=O)(=O)N2CCCCC2)cn1)C(C)C
    9, 23, -1, -21, -8, 0.4, 10, -4, -8
> CC1(c2nnc(-c3ccncc3)o2)CC(c2ccc(Cl)cc2)=NO1 (stereo not drawn)
    1, 1, 2, 10, -9, 9.0, 5, 5, 18
> Cc1cccc(-c2nnc(SCc3cc(=O)[nH]c4ccccc34)n2C)c1
    5, -6, -5, -1, 8, 0.5, 2, 4, -1
> O=C(NC1CCN(Cc2ccccc2)CC1)c1c(Cl)cccc1Cl
    3, -8, -6, -4, 12, 0.2, 0, -3, -11
> Cn1c(=O)c2c(nc(Br)n2CCSc2ncccn2)n(C)c1=O
    5, 17, -2, -10, -1, 1.4, 4, -9, 8
> CC(=O)N1c2c(cc(Br)cc2S(=O)(=O)N2CCN(c3ccccc3F)CC2)CC1C (stereo not drawn)
    -1, 0, -4, -14, 1, 2.3, 4, 0, 18

Screening results as filed in PubChem.

Compounds as they come, and some 4.4% of all compounds hit somewhere here.
